HRas wt GTP bind: modulators of GTP binding to human HRas wildtype; GST-Ras wt beads, Bodipy-FL-GTP binding, flow cytometry; actives lie on both sides; GTP binding activity, % at 10 µM; 190,000 compounds, 0.14% hits; AID 759;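 active = GTP binding activity at least 20% away from the 100% baseline, either lowered as inhibitor or raised as activator; inconclusive = flagged as likely green fluorescent, judged across all proteins in the well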;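 note: 0% = unlabeled GTP competition control and 100% = no-compound control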
Target sequence (P01112 whole entry, looked up): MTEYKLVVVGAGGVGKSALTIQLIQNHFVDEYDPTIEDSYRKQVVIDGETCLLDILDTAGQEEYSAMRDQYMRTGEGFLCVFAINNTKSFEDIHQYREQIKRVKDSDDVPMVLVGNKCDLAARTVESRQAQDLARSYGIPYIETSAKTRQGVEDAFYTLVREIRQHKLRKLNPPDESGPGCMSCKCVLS
Cdc42 wt: modulators (inhibitors or activators) of GTP binding to human Cdc42 wildtype; GST-Cdc42 beads, Bodipy-GTP binding, flow cytometry; actives lie on both sides; percent activity (GTP binding), % at 10 µM; 190,000 compounds, 0.2% hits;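 active = percent activity GTP binding at least 20 points away from the 100% baseline, either down as inhibitor or up as activator; inconclusive = compound flagged as likely green fluorescent from well-wide comparison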;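 note: median bead fluorescence of bound Bodipy-FL-GTP at 100 nM; 0% = excess unlabeled GTP control and 100% = no compound control; below 100% means less GTP binding so inhibitor and above means activator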
Target sequence (P60953 whole entry, looked up): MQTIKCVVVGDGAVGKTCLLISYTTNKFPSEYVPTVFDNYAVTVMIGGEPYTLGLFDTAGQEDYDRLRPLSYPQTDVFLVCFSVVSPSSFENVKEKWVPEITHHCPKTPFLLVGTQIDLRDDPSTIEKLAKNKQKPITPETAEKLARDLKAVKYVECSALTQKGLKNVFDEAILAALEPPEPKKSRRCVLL
Rac1 mut GTP: human Rac1 activated mutant GTP binding change | P63000 | GST-Rac1 activated beads, fluorescent GTP binding, flow cytometry; actives lie on both sides; 100% means binding = to untreated wells | percent activity (GTP binding), % at 10 µM | 190,000 compounds, 0.11% hits | AID 764;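 active = GTP binding at least 20 percentage points away from the 100% baseline, in either direction, so actives lie on both sides; inconclusive = Compound likely fluorescent itself, or too few beads counted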
Rab2 wt GTP: changes GTP binding to wildtype dog Rab2A, up or down | 190,000 compounds, 0.19% hits | GTP binding activity, % at 10 µM | P61105 | GST-Rab2 wt beads, Bodipy-GTP binding, flow cytometry;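 active = GTP binding activity at least 20 points away from 100%, either lowered or raised; inconclusive = signal likely due to the compound's own green fluorescence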;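 note: 0% = beads with excess unlabeled GTP and 100% = no-compound control corrected for plate trend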
RGS8-Gao: regulators of human RGS8-Galphao interaction. AID 1423. response (percent of control binding), % at 10 µM. 220,000 compounds, 0.34% hits. P09471. multiplexed bead flow cytometry, RGS8-Galphao binding; actives lie on both sides; in the data active = response below about 60% or above about 140%; inactive = in between;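 note: Galphao activated as the GDP aluminium fluoride complex binding bead-coupled RGS8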
Pf gamet viab: inhibitors of late stage P. falciparum gametocyte viability; inhibition, % at 10.9 µM; 150,000 compounds, 0.065% hits; P. falciparum stage V gametocytes, ATP luminescence, 24 h; AID 743093;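 active = inhibition above the mean plus 3 SD of compounds within the control limits, set per campaign, cut at about 38% in these data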;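 note: 0% = DMSO wells and 100% = medium only without gametocytes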
Mcl1 Bid PPI: Mcl-1/Bid interaction inhibition; Q07820; TR-FRET Mcl-1/Bid-Dy647 peptide binding, 1536-well; inhibition, % at 21.7 µM; 220,000 compounds, 0.97% hits;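 active = compounds that cut the binding signal by more than half at the single screening dose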;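 note: His-tagged Mcl-1 with europium anti-His antibody binding Bid BH3 peptide; 0% = Mcl-1 plus peptide wells and 100% = peptide-only wells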
Target sequence (Q07820 whole entry, looked up): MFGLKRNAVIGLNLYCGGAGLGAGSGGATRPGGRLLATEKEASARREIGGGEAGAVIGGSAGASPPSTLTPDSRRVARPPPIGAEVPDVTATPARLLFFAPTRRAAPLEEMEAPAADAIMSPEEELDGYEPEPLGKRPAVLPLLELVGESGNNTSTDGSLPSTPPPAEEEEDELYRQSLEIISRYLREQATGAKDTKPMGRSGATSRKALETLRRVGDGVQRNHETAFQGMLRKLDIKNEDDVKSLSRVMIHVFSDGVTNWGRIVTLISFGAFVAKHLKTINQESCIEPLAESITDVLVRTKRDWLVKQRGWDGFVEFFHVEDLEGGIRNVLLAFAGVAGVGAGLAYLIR
Mcl-1 Bim block: human Bim-Mcl-1 interaction inhibition | inhibition, % at 10 µM | Q07820 | AID 1009 | 190,000 compounds, 0.1% hits | Bead-based flow cytometry, Bim peptide-Mcl-1 binding; in the data active = inhibition above about 40%;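 note: 0% = no compound tracer wells and 100% = peptide blocker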
Rac1 wt modul: modulators of human Rac1 wildtype GTP binding; P63000; GST-Rac1 beads, fluorescent GTP binding, flow cytometry; actives lie on both sides; 0 = cold GTP competed, 100 = untreated; GTP binding activity (% of control), % at 10 µM; 190,000 compounds, 0.27% hits;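 active = GTP binding activity at least 20 points away from the 100% control level, either lower or higher; inconclusive = compound flagged as likely green fluorescent, judged across all proteins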
Rab7 wt GTP bind: dog Rab7 wildtype GTP binding, inhibitors and activators | GST-Rab7 beads, fluorescent GTP binding, flow cytometry; actives lie on both sides; untreated = 100%, excess cold GTP = 0% | GTP binding activity (percent of control), % at 10 µM | 190,000 compounds, 0.055% hits;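 active = fluorescent GTP binding to Rab7 beads changed by at least 20 points from the 100% baseline, either direction, mostly lower; inconclusive = compound itself probably fluorescent, or too few beads counted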;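 note: median green fluorescence of bound Bodipy-FL-GTP per Rab7 bead population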
Mcl1-Noxa inh: Mcl-1/Noxa interaction inhibition | inhibition, % at 21.7 µM | AID 1022 | TR-FRET Mcl-1/Noxa peptide binding, 2 h | 220,000 compounds, 1.5% hits;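 active = compounds that cut the protein-peptide binding signal by more than 50% relative to plate controls in a single-dose test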;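 note: His-tagged Mcl-1 with rhodamine Noxa BH3 peptide and terbium anti-His antibody; 0% = Mcl-1 plus Noxa peptide wells and 100% = peptide-only wells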
* hit, by the source's call; ? = inconclusive; . = no result given.

smiles,HRas wt GTP bind,Cdc42 wt,Rac1 mut GTP,Rab2 wt GTP,RGS8-Gao,Pf gamet viab,Mcl1 Bid PPI,Mcl-1 Bim block,Rac1 wt modul,Rab7 wt GTP bind,Mcl1-Noxa inh
O=C(CN1N=C(c2ccc(Cl)cc2)CCC1=O)NCCN1CCc2ccccc2C1,101,102,102,98,13*,.,-8,-4,106,105,-3
Cc1cccc(NC(=S)NC2CC3CCCC(C2)N3Cc2ccccc2)c1C (stereo unspecified),97,98,97,99,101,-55,-85,-2,102,107,-2
Cc1ccc(N(C)S(=O)(=O)c2cccc(C(=O)Nc3nnc(C4CC4)s3)c2)cc1,92,93,89,92,105,15,9,1,95,93,10
O=C(Nc1c(Cl)cc(Cl)cc1C(=O)NCCN1CCOCC1)c1cccc([N+](=O)[O-])c1,95,101,96,97,104,8,-10,-3,99,93,11
O=C(CN1CCOCC1)N/N=C/c1ccc(C(=O)O)cc1,98,99,95,97,103,-3,-32,-2,100,98,-10
COc1ccccc1/C=N/NC(=O)CC(=O)NCc1cccnc1,98,102,99,102,102,11,-4,13,101,97,1
CN(C(=O)c1ccc(=O)n(Cc2ccc(Cl)cc2)c1)c1ccccc1,95,93,95,98,100,-5,-10,-1,98,97,8
CN(Cc1ccon1)C(=O)CC1C(=O)NCCN1Cc1cccc(Oc2ccccc2)c1 (stereo unspecified),96,94,94,95,107,22,-13,-4,97,96,-9
O=C(O)/C=C/C(=O)Nc1ccc(Oc2ccc(NC(=O)/C=C/C(=O)O)cc2)cc1,97,100,97,94,99,.,-21,0,98,98,66*
O=C(Cc1c(F)cccc1Cl)c1ccc(O)cc1O,100,103,97,101,105,.,-21,-3,103,101,17
CCOCCCN(Cc1cc2cc(C)cc(C)c2[nH]c1=O)C(=O)N(CC)CC,100,102,97,99,101,.,14,-3,105,97,16
COc1ccc(/C=C/C(=O)Nc2cc(S(=O)(=O)N3CCOCC3)ccc2N2CCCC2)cc1OC,97,93,94,96,101,.,-25,0,96,99,6
CCOC(=O)c1c(-c2ccc(C)o2)csc1NC(=O)CN1CCCCC1,100,99,97,98,99,30,-18,-7,99,95,15
COc1cccc(/C=N/NC(N)=S)c1OCc1cccc(Cl)c1,97,96,98,95,104,-5,-104,-1,98,97,10
CCOC(=O)N1CCN(c2c(NCCN(C)Cc3ccccc3)c(=O)c2=O)CC1,100,102,98,98,100,.,-14,-5,103,102,22
CCOc1ccc(NC(=O)c2ccc(NC(=S)NC3CCCCC3)cc2)cc1,97,97,95,97,89,29,-33,-1,99,98,6
O=C(NCc1ccco1)c1nnc(Cc2ccc(Cl)cc2)o1,100,104,102,102,103,.,-19,0,108,100,4
CCNC(=S)N/N=C/c1ccccc1[N+](=O)[O-],98,99,96,98,103,.,-52,-2,102,106,17
CCn1cc(C(=O)OCC(=O)Nc2cccc(Cl)c2Cl)c(=O)c2ccc(C)nc21,91,90,87,89,104,15,1,-1,90,93,-13
Cc1cc(N2CCC(C)CC2)nc2ccc(N3C(=O)CCC3=O)cc12,103,103,103,103,106,21,12,-2,106,106,8
CC(C)Cc1nc2n[nH]c(N)c2c2c1CCCC2,98,97,97,97,104,.,-16,0,97,97,17
CC/C(=N\NC(=O)c1csc(C)c1C)c1cccs1,103,102,100,98,98,.,-15,4,102,100,-3
Cc1nnc(SCC(=O)Nc2nc(C(C)(C)C)cs2)s1,102,102,99,103,101,9,-3,-3,106,102,11
COCCCN=C(c1ccco1)n1c(=S)nc(-c2ccco2)n(CCCOC)c1=S,103,102,99,100,86,3,-46,-1,103,97,13
Cc1ccc(/C(N)=N/OC(=O)c2ccc3c(c2)OCO3)cc1,97,96,98,94,106,8,-19,-2,96,96,10
Cn1c(=O)[nH]c(=O)c2c1nc(N1CCCCCC1)n2CCCSc1nc2ccccc2o1,99,101,98,100,101,17,-25,-8,102,99,-3
Cc1cc(Br)ccc1-n1[nH]c(C)c(C=Nc2cccc3nsnc23)c1=O,98,94,93,98,98,-4,-47,13,98,102,-13
CCC1(CC)C(=O)N(C)C(=O)NC1=Nc1ccccc1,106,105,104,104,99,.,-17,0,109,102,-10
COc1ccc(CNC(=O)c2cnn3c(C(F)F)cc(C)nc23)cc1,100,101,100,100,95,13,-4,-3,102,98,-12
O=C(CCCO)N/N=C/c1ccccc1[N+](=O)[O-],96,98,94,100,113,.,3,-2,99,99,8
Cc1ccc(-c2ccc(CCC(=O)O)n2-c2ccc(O)cc2)cc1,100,99,97,100,92,.,-31,2,97,99,29
CCOC(=O)Cn1c(=O)oc2cc(S(=O)(=O)N3CCCC(C(=O)OCC)C3)ccc21 (stereo unspecified),102,103,98,103,100,.,-3,-1,105,104,10
COC(=O)c1ccc(-c2noc(CN(C)CC3CCCCO3)n2)cc1 (stereo unspecified),102,107,100,105,103,12,7,0,105,107,19
Cc1cc(C)nc(Sc2ncnc(N)c2[N+](=O)[O-])n1,94,88,89,96,99,6,-19,0,94,104,-4
CCOC(=O)c1c(NC(=O)CSc2nnc(CNc3ccc(F)cc3)o2)sc(C)c1C,?,?,?,?,103,.,-9,-2,?,?,13
O=C(CN1CCN(c2ncccn2)CC1)Nc1ccccc1C(F)(F)F,99,91,93,99,101,.,-27,-2,96,101,3
Cc1cc(C)c(S(=O)(=O)NCCc2ccccc2)c(C)c1,97,98,98,97,112,-35,11,2,98,96,20
CCCCn1c(CCC(=O)O)nc2cc(S(=O)(=O)N(C)C)ccc21,95,93,95,94,104,-10,7,-1,97,94,9
COc1ccc(N2CCN(C(c3cc(OC)ccc3OC)c3nnnn3Cc3ccco3)CC2)cc1 (stereo unspecified),95,98,95,93,91,8,23,0,96,91,35
CCOc1ccccc1NC(=O)CN1C(=O)CSC(C)C1=O (stereo unspecified),99,97,96,96,100,-9,-4,-2,97,98,-8
Cc1ccc(C(=O)N2CCSCC2)cc1,100,98,99,99,113,.,-19,-1,100,101,6
CCOC(=O)C1=C(C)NC(=O)NC1,104,104,100,101,104,.,-26,0,104,105,10
N/C(=N\OC(=O)COc1ccc(Cl)cc1Cl)c1ccncc1,95,95,94,93,118,-12,-6,0,96,95,10
COc1ccc(CN2C(=O)NC3(CCCCC3)C2=O)cc1F,105,105,102,103,100,-10,-19,0,112,105,7
Cc1c(C(N)=O)sc2ncn(CC(=O)NCCc3ccccc3)c(=O)c12,101,103,98,101,100,12,-26,-3,103,102,2
Cc1ccc(O)c(/C=N/NC(=O)c2[nH]ncc2Br)c1,103,99,102,102,97,-6,-15,-4,103,101,2
CCOC(=O)Cc1csc(NC(=O)CCSc2ccccc2)n1,93,96,95,94,103,.,2,-1,97,91,15
O=C(Cc1ccccc1)N1CCNCC1,97,99,96,99,103,18,-14,-2,101,100,2
O=C1NC(=S)N/C1=C/c1cc([N+](=O)[O-])ccc1O,?,?,?,?,108,.,25,4,?,?,33
COc1cccc(/C=N/NC(=O)c2ccccc2)c1OS(=O)(=O)c1ccccc1,96,95,97,96,75,.,-14,0,101,98,14
Cc1ccsc1CNC1C2CC3CC(C2)CC1C3 (stereo unspecified),96,100,98,99,107,.,-22,2,98,104,7
C/C(=N\NC(=O)c1ccc(CSc2nncn2C)cc1)c1ccc(C#N)cc1,95,100,95,97,99,10,10,-1,99,95,-6
C(=N\n1cnnc1)/C1CCCCC1,102,101,100,101,100,.,-13,0,102,99,-12
COC(=O)c1cc(=O)n(Cc2cccs2)c(=Nc2ccc(F)cc2)s1,97,95,95,95,98,.,-8,-4,97,91,0
COc1ccc(NC(=O)N2CCN(S(C)(=O)=O)CC2)cc1,96,95,94,97,106,-5,-28,0,99,99,4
Cc1nc2ccc(S(=O)(=O)NCC(=O)N3CCC(N4CCCCC4)CC3)cc2s1,99,96,96,99,101,.,-9,1,101,102,6
Cc1ccnc(NC(=O)c2ccco2)n1,98,94,97,102,97,.,-33,-2,103,106,12
C/C(=N\N=C(c1ccccc1)c1ccccc1)c1cccs1,100,100,100,98,101,.,-10,-1,103,98,5
O=C(Nc1ccc(S(=O)(=O)N2CCCCC2)cc1)c1ccc(CN2CCc3ccccc3C2)cc1,102,103,99,100,104,.,-14,-7,104,103,14
CCCCCNC(=O)c1cc(S(=O)(=O)N2CCCCC2)ccc1F,103,106,101,103,101,.,-16,-3,104,102,13

(more compounds)
smiles,HRas wt GTP bind,Cdc42 wt,Rac1 mut GTP,Rab2 wt GTP,RGS8-Gao,Pf gamet viab,Mcl1 Bid PPI,Mcl-1 Bim block,Rac1 wt modul,Rab7 wt GTP bind,Mcl1-Noxa inh
CC(=O)Nc1ccc(C(=O)Cn2nnc3ccccc3c2=O)cc1,104,102,101,104,100,.,-6,-4,110,104,4
CCOc1ccc2c(c1)N(C(=O)CN1C(=O)CCC1=O)C(C)(C)C=C2C,100,102,95,98,93,2,1,8,103,102,18
Cc1cc(C)cc(NC(=O)N2CCCCCCC2)c1,100,103,97,98,101,7,-22,0,96,111,-3
CCCCOCCCNC(=O)COc1ccccc1,104,104,103,106,98,-5,-9,-2,110,101,8
Cc1ccc(C)c(NC2=NS(=O)(=O)c3ccccc32)c1,103,106,101,104,100,.,0,0,105,105,-5
COC(=O)c1c(NS(=O)(=O)c2ccc(C)cc2)sc2c1CCC(C)C2 (stereo unspecified),96,93,95,95,97,.,-16,0,100,95,15
CC(=O)c1ccc(NC(=S)NCC(c2ccco2)N2CCCC2)cc1 (stereo unspecified),98,97,96,98,94,-2,-52,-1,100,104,21
Cc1c(O)nc(SC2CC(=O)N(c3ccccc3)C2=O)[nH]c1=O (stereo unspecified),100,103,101,100,99,0,-21,-3,106,103,2
CCOC(=O)CN1CC23C=CC(O2)C(C(=O)O)C3C1=O (stereo unspecified),105,105,103,105,103,.,-27,0,111,103,9
COc1ccc(-c2cc(C(=O)N3CCN(C(c4ccccc4)c4ccccc4)CC3)no2)cc1,103,100,98,99,96,.,.,0,101,98,.
CCCCOc1ccc(/C=C/C(=O)OCC(=O)N2CC(=O)Nc3ccccc32)cc1OCC,98,96,98,96,102,0,-4,-4,99,96,-12
O=C1CSC(=Nc2ccccc2)N1,101,104,99,101,102,7,0,-1,103,103,14

Bioassay records deposited in PubChem BioAssay by several laboratories.
